SRC3 TRFRET art – flags TR-FRET format artefacts in PPARgamma SRC-3 recruitment agonist screen; TR-FRET artefact counter-screen, PPARgamma/SRC-3 format; stronger effect = higher value; TR-FRET ratio at 8 µM; 0.39% of 99,000 active; in the data active means TR-FRET ratio above about 2000; further: inactives centre near 1600; reference of the scale not given here
SRC1 TRFRET art – counter-screen for PPARgamma SRC-1 recruitment agonists: TR-FRET artefact. TR-FRET detection artefact counter-screen, emission ratio; stronger effect = higher value. TR-FRET ratio at 8 µM. 0.34% of 99,000 active. AID 1051; in the data active means TR-FRET ratio above about 2300; further: inactives centre near 1800; reference of the scale not given here
The depositor's hits bear a star. Only part of the results is shown; rates above refer to the full screens.

SMILES	SRC3 TRFRET art	SRC1 TRFRET art
Cc1ccc(C)c(NNC(N)=S)c1	1528	1649
CCOC(=O)CC(NC(=O)c1ccccc1)c1ccc(OC)cc1 (stereo unspecified)	1586	1984
CCCC(=O)Nc1cccn(Cc2ccccc2Br)c1=O	1580	1867
CN(CC(=O)NC1CCCC1)S(=O)(=O)c1cnc[nH]1	1532	1835
Cc1c(CCOC(=O)c2cccc([N+](=O)[O-])c2)sc[n+]1CC(=O)c1ccccc1	1597	1722
CCc1c(O)nc2ccccn2c1=O	1525	1871
COc1cc(/C=C(\NC(C)=O)C(=O)Nc2ccccc2C)ccc1OC(C)=O	1463	1747
CCCCC(=O)NC(=S)Nc1ccc(Cl)c(C(=O)O)c1	1800	2025
COc1cc(/C=C/c2cc(C(F)(F)F)[nH]c(=O)n2)cc(OC)c1OC	1706	1916
CCOC(=O)c1ccc(NC(=O)CSc2ccc(-c3cccnc3)nn2)cc1	1477	1700
O=C(NC1=C(Nc2ccc(Cl)cc2)C(=O)c2ccccc2C1=O)c1ccccc1	1455	1575
CN1CCN(c2ccc(C(=O)c3ccc(Br)cc3)cc2[N+](=O)[O-])CC1	1601	1863

In the list so far, two have four or more nitrogen atoms.
SMILES	SRC3 TRFRET art	SRC1 TRFRET art
CN(CC(=O)NC1CCCC1)S(=O)(=O)c1cnc[nH]1	1532	1835
CCOC(=O)c1ccc(NC(=O)CSc2ccc(-c3cccnc3)nn2)cc1	1477	1700

2 neighbouring records already listed, for reference:
SMILES	SRC3 TRFRET art	SRC1 TRFRET art
O=C(NC1=C(Nc2ccc(Cl)cc2)C(=O)c2ccccc2C1=O)c1ccccc1	1455	1575
CN1CCN(c2ccc(C(=O)c3ccc(Br)cc3)cc2[N+](=O)[O-])CC1	1601	1863

The list continues.
SMILES	SRC3 TRFRET art	SRC1 TRFRET art
CC(=O)Nc1ccc(OCC[n+]2cccc(C(N)=O)c2)cc1	1384	1986
COc1ccc(-n2nnnc2-c2nc3ccccc3s2)cc1	1634	1617
Cc1ccc(OCCOCCn2cnc3ccccc3c2=O)cc1C	1602	1704
Cc1ccc(C(=O)N/C(=C\c2ccco2)C(=O)NCCc2c[nH]c3ccccc23)cc1	1874	1954
Nc1ccccc1SCc1cn2ccccc2n1	1536	1956
O=C(COc1ccc2c(c1)CCC2)NCc1cccc(Cl)c1	1682	1971
Cn1c(CCN2CCCCC2)nc2cc(NC(=O)C3CCCCC3)ccc21	1401	1803
CC(=O)c1ccc(NC(=O)CN2CCC(NC(=O)C3CCCCC3)CC2)cc1	1610	1769
Cc1ccc(NC(=O)CS(=O)CC(=O)N(CC(=O)NC2CCCC2)c2ccc3c(c2)OCCO3)cc1 (stereo unspecified)	1512	1694
CCOc1ccc(C(=O)NCC(=O)OCC(=O)NC2CCCC2)cc1	1581	1656
COc1cc(OC)c(C(=O)OCC(=O)N2CC(=O)Nc3ccccc32)cc1OC	1598	1911
O=C(Nc1ccccc1)C1=C[C@H](c2coc3ccccc3c2=O)C[C@H](OCc2ccc(CO)cc2)O1	1418	1463
CC(=O)OCC(=O)Nc1ccccc1OC(F)F	1651	1917
Cn1c(NC(=O)/C=C/c2c(F)cccc2Cl)cc(=O)n(C)c1=O	1516	1804
O=C(Cn1nc(-c2ccccc2)ccc1=O)Nc1cccc(NC(=O)c2ccccn2)c1	1514	1974
Cc1cccc(C2=NN(c3ccc(Br)cc3)[C@@H](C(=O)N3CCOC3=O)[C@@H]2c2ccc(F)cc2)c1	1762	1997
CNC(=O)CNC(=O)Nc1ccc(Cl)c(Cl)c1	1565	1758
O=C(NC(N1CCOCC1)C(Cl)(Cl)Cl)c1ccccc1Cl (stereo unspecified)	1385	1688
CC(C)Nc1nnc(SC(C)C(=O)Nc2ccc(Cl)cn2)s1 (stereo unspecified)	1623	1844
CC1COc2ccccc2N1S(=O)(=O)c1ccc(Cl)cc1 (stereo unspecified)	1424	1580
COc1cc(OC)cc(-c2cc3nc(C)c(CCC(=O)Nc4nc(C)cs4)c(C)n3n2)c1	1813	1852
Cc1cc(C(=O)COC(=O)[C@H](C)NC(=O)c2ccco2)c(C)n1Cc1ccco1	1580	1605
Clc1ccccc1-c1ncc2ccccn12	1531	1871
NS(=O)(=O)c1ccc(CCNC(=O)c2ccc(Cn3c(=O)[nH]c4ccccc4c3=O)cc2)cc1	1726	2098

A few values from the results shown:
Value for Cc1ccc(OCCOCCn2cnc3ccccc3c2=O)cc1C under SRC1 TRFRET art: 1704
Value for COc1cc(OC)c(C(=O)OCC(=O)N2CC(=O)Nc3ccccc32)cc1OC under SRC1 TRFRET art: 1911
Value for CC1COc2ccccc2N1S(=O)(=O)c1ccc(Cl)cc1 (stereo unspecified) under SRC1 TRFRET art: 1580
Value for CCOC(=O)CC(NC(=O)c1ccccc1)c1ccc(OC)cc1 (stereo unspecified) under SRC1 TRFRET art: 1984
Value for CC(=O)OCC(=O)Nc1ccccc1OC(F)F under SRC1 TRFRET art: 1917
Value for CCCCC(=O)NC(=S)Nc1ccc(Cl)c(C(=O)O)c1 under SRC1 TRFRET art: 2025

More structures:
SMILES	SRC3 TRFRET art	SRC1 TRFRET art
NC(=O)C[C@@H]1NC(=O)c2cc([N+](=O)[O-])cc(F)c2NCCCC[C@@H](C(N)=O)NC(=O)[C@H](CO)NC1=O	1531	1801
CCNC(=S)Nc1ccc2ncoc2c1	1633	1927
CC(=O)c1c(C)n(-c2ccccc2)c2ccc(OCC(N)=O)cc12	1524	1773
Brc1ccc(CSc2ccc(-c3ccco3)nn2)cc1	1805	2046
COc1cc(OC)cc(-c2nc3nc(C)c(CCC(=O)NCC(OC)OC)c(C)n3n2)c1	1581	1824
COc1ccc(Nc2nc3c(C)cccn3c(=O)c2C=NCc2ccccc2)cc1	1470	1732
CC(=O)c1ccc(OCc2cc([N+](=O)[O-])cc3c2OCOC3)cc1	1638	1942
CC(=O)C1C(c2ccc(C)cc2)c2c(noc2C)CC1(C)O (stereo unspecified)	1330	1600
CC(C)[C@H](NS(=O)(=O)c1ccc2c(c1)OCCO2)C(=O)OCC(=O)Nc1ccccc1Cl	1417	1721
CC(C)(C)NC(=O)COC(=O)c1ccc(S(=O)(=O)N2CCCC2)cc1	1712	1900
Cc1nn(-c2nc3ccccc3[nH]2)c(=O)c2ccccc12	1511	1913
Cc1cc(C)c(N(C(=O)c2csnn2)C(C(=O)NC(C)(C)C)c2ccncc2)c(C)c1 (stereo unspecified)	1681	1923

Pulled one by one from above:
SMILES	SRC3 TRFRET art	SRC1 TRFRET art
CCOC(=O)c1ccc(NC(=O)CSc2ccc(-c3cccnc3)nn2)cc1	1477	1700
COc1cc(/C=C/c2cc(C(F)(F)F)[nH]c(=O)n2)cc(OC)c1OC	1706	1916

Further structures follow.
SMILES	SRC3 TRFRET art	SRC1 TRFRET art
Cc1ccc(C)c(NC(=O)c2ccc(S(=O)(=O)C(F)F)cc2)c1	1677	1872
Cc1nnc(SCC(=O)NCc2ccc3c(c2)OCO3)n1C	1646	2074
N#CCCN(C(=O)COC(=O)Cc1ccc(Br)cc1)c1ccccc1	1427	1668
Cc1ccc(-c2nnn(CC(=O)NCCc3ccc4c(c3)OCO4)n2)cc1	1431	1839
CC(C)NC(=O)C1CC=CCC1C(=O)O (stereo unspecified)	1326	1688
O=C(c1cccc(-c2ccc(O)cc2)c1)N1CCN(c2ccc(F)cc2)CC1	1456	1543
CCCc1cc2c(=O)n(NC(=O)c3nn(C)cc3[N+](=O)[O-])c(C)nc2s1	1700	1962
COC(=O)c1cc(OC)c(OC)cc1NC(=O)C(C)c1ccc([N+](=O)[O-])cc1 (stereo unspecified)	1674	1673
COc1ccc(OCCn2nnc(-c3ccc(Cl)cc3)n2)cc1	1532	1775
O=C(c1nc2ccccn2c1CNCCCn1cccn1)N1CCCC1	1550	1764
COCC1CCN(Cc2cn[nH]c2-c2ccc(OC)cc2F)C1 (stereo unspecified)	1596	1640
O=C(Nc1ccccc1C(=O)N/N=C/c1ccco1)c1ccccc1	1488	1831
CCOC(=O)C1CCCN(c2cc(=O)n(C3CCCCC3)c(=O)[nH]2)C1 (stereo unspecified)	1659	1935
O=C(Nc1ccnc(-c2ccncc2)n1)c1ccc(F)cc1	1490	1960
Cc1ccc(S(=O)(=O)NNC(=O)C(O)(c2ccccc2)c2ccccc2)cc1	1832	1844
O=C(N/N=C/c1cc(Br)ccc1O)Nc1ccccc1	1621	1852
CSc1nnc(C)c(=O)n1COC(=O)COc1ccccc1	1762	2081
Cc1ccc(C(=O)CCC(=O)Nc2ccc(Cl)c(S(=O)(=O)Nc3cccc(Cl)c3)c2)cc1	1734	1639
Cc1ccc(C(=O)N/N=C\c2ccc(OC(=O)c3cccs3)cc2)cn1	1758	1931
O=C(COc1c(Cl)cc(Cl)cc1Cl)c1ccc(Cl)cc1	1505	1567
CC(=O)c1cccc(N(C(=O)CNC(=O)c2ccco2)C(C(=O)NCc2ccco2)c2ccccc2)c1 (stereo unspecified)	1685	1834
C/C(CC(=O)Nc1ccc(C)cc1C)=N\NC(=O)C(C)C	1360	1626
COc1cccc(NCCC(=O)c2cccc([N+](=O)[O-])c2)c1	1530	1928
Cc1ccc(N(CCC#N)C(=O)CN2C(=O)NC(Cc3ccccc3)C2=O)cc1 (stereo unspecified)	1594	1636
CC(C)CNC(=O)c1ccccc1SCC(=O)NC12CC3CC(CC(C3)C1)C2	1474	1695
CCc1nc2ccccc2n1CCc1ccccc1	1556	1696
COc1cc(NC(=O)Cc2ccc([N+](=O)[O-])cc2)c(C(=O)O)cc1OC	1562	1916
Cc1cccc(NCC(=O)N/N=C\c2ccccn2)c1	1389	2058
CCOC(=O)/C(N=Nc1ccc(C(=O)O)cc1[N+](=O)[O-])=C(\C)O	1507	1691
Cc1ccnc(N2C(=O)OC(C)(C)C2(C)O)c1 (stereo unspecified)	1474	1821
CCS(=O)(=O)N1CCN(c2ccc([N+](=O)[O-])c(NCc3cccnc3)c2)CC1	1464	1593
COc1ccccc1C1NC(=O)NC(C)=C1C(=O)OC1CCCCC1 (stereo unspecified)	1546	1710
CCC(=O)NNC(=O)c1c(O)c2ccccc2[nH]c1=O	1521	1710
O=C1/C(=C/c2ccccc2)SC(=S)N1N1C(=O)C2CC2C1=O (stereo unspecified)	1472	1671
CCCn1c(N2CCN(C(=O)Nc3ccc(Cl)cc3)CC2)nc2ccccc21	1587	1630
Cc1cc(C)cc(N(C(=O)CCC(=O)Nc2cc(C)on2)C(C(=O)NC2CCCC2)c2ccco2)c1 (stereo unspecified)	1465	1450
CSc1ccccc1NC(=O)Cn1nc([N+](=O)[O-])c(Cl)c1C	1635	1784
Cc1ccc(Sc2nc([N+](=O)[O-])nn2C)cc1	1369	1646
CCOc1cc(/C=C2\C(=O)N(CCC#N)N=C2C)ccc1OCC(N)=O	1331	1776
CCN(CC)CCOCCOc1ccc(Cl)c2ccccc12	1551	1675
Cc1c(/C=N\NC(=O)c2c[nH]c3ccccc23)cnn1C	1605	1922
O=C1CCCC(=O)C1=C1SCCS1	1640	2239
COCCn1c(N)c(N(Cc2ccccc2)C(=O)c2ccc3ccccc3c2)c(=O)[nH]c1=O	1644	1769
O=C(Cn1c2ccc(F)cc2c2nc3n(c(=O)c21)CCS3)Nc1ccc(Cl)cc1F	1746	1779
Cn1cc([N+](=O)[O-])c(C(=O)NCc2cc3cc(Cl)ccc3[nH]2)n1	1643	1986
Cc1cc(C(=O)NN)c(C)o1	1495	1659
COc1ccc(OC)c(NC(=O)COC(=O)c2nc(Cl)ccc2Cl)c1	1601	1906
CCCc1ccc(OCc2nc(-c3ccc(NC(=O)c4ccco4)cc3)no2)cc1	1455	1894
CCCCCOC(=O)Nc1ccc(S(=O)(=O)Nc2cccc([N+](=O)[O-])c2)cc1	1322	1811
COC(=O)C1=C(C)NC(C)=C(C(=O)OC)C1c1ccc(-c2cc(Cl)ccc2Cl)o1	1400	1785
C/C(=N\OCC(=O)Nc1cc(C)cc(C)c1)c1ccc2c(c1)OCCO2	1516	2042
Cc1nn(C)c(C)c1CN(Cc1nc(-c2ccc(F)cc2F)oc1C)C1CC1	1293	1713
C=CCN(CC=C)CCCOc1ccc(Br)cc1Cl	1528	1800
CCOC(=O)CN1N=C(/C=C/c2ccc(OCC)cc2)CCC1=O	1643	1718
Cn1cccc1Cc1nnc(SCC(=O)N2CCc3ccccc32)n1CCc1ccccc1	1619	1946
CCS(=O)(=O)N1CCN(S(=O)(=O)c2ccccc2[N+](=O)[O-])CC1	1557	1780
Cc1nc2cc(NC(=O)NC(C)(C)C)ccc2n1C	1769	1674
COc1ccc(NS(=O)(=O)c2ccc(O)c(NC(=O)c3ccc(S(=O)(=O)N4CCCCCC4)cc3)c2)cc1	1605	1750
CCNc1nc(-c2cc3ccccc3o2)cs1	1607	1921
Cc1cc(=O)oc2cc(NC(=O)C3CCCC3)ccc12	1635	1798

Further compounds follow:
SMILES	SRC3 TRFRET art	SRC1 TRFRET art
COCCCNC(=S)N1CCN(Cc2ccc3c(c2)OCO3)CC1	1772	1752
COc1ccc(CNC(=O)CCCn2nc(C)c([N+](=O)[O-])c2C)cc1OC	1418	1531
CC(C)c1ccc(/C=C/c2ccc(=O)n(C)n2)cc1	1462	1640
Cc1ccccc1C(=O)OC1OC(=O)C(Cl)=C1N1CCOCC1 (stereo unspecified)	1604	1639
O=C(CNCc1ccco1)Nc1ccc(N2CCCCCC2)cc1	1483	1982
COc1ccc(CNC(=O)C2CCCN(Cc3nc(-c4cccc(C)c4)oc3C)C2)cc1 (stereo unspecified)	1333	1622
CC(C)(C)OC(=O)N1CCC2(CC1)C(C#N)=C(N)OC1=C2C(=O)CCC1	1439	1735
O=C(NCc1ccccc1)c1ccc(F)c(F)c1	1574	1873
O=C(c1ccccc1NS(=O)(=O)c1cccc(C(F)(F)F)c1)N1CCc2ccccc21	1608	1698
O=C(O)CC(NC(=O)Nc1ccccc1)c1ccc(OC2CCCC2)cc1 (stereo unspecified)	1363	1473
Cc1ccc(-n2c(SCC(=O)Nc3ccc4c5c(cccc35)CC4)nc(O)cc2=O)cc1	1623	1605
COc1ccccc1NC(=O)C[n+]1ccccc1	1837	2260
Cc1ccc(C2(O)CN(c3ccccc3C)C3=[N+]2CCS3)cc1 (stereo unspecified)	1672	1948
CCN1CCN(c2cc(C)c3cc(NC(=S)N4CCCCC4)ccc3n2)CC1	1496	1752
CCN1C(=O)/C(=C\C(=O)c2cccs2)c2cc(Br)ccc21	1818	1698
